# Source: PubChem
# Pf growth 48h: P. falciparum growth inhibition at 48 hours (one generation); P. falciparum luciferase growth in erythrocytes, 48 h; Potency, µM (top dose mostly 28.7 µM), inactives show top-dose activity change, negative = inhibition, usual class: inhibitors; 310,000 tested, 5.9% active; note: potency is the fitted concentration of half-maximal effect; % is set by controls: 0 for no effect and ±100 for the full control effect
#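 Firefly luciferase activity from engineered P. falciparum reports growth; inhibitors lower the luminescent signal. Cultures contained 2% hematocrit erythrocytes at 0.1% final parasitemia.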
# Cycloheximide cs: counter-screen hit for Shiga toxin inhibitors, cycloheximide. cell reporter, cycloheximide protein synthesis inhibition counterscreen. max response, %. 300,000 tested, 12% active; in the data active = max response mostly above about 13%, no sharp cut-off; inactive = mostly below about 14%; note: read at 38.3 µM for the half of the compounds with a filed dose; 0% is about no effect
# Sm TGR inh: inhibitors of Schistosoma mansoni thioredoxin glutathione reductase; purified TGR, DTNB reduction, TNB absorbance 405 nm; Potency, µM (titrated, usually from 114 µM), for the others: at the top dose activity change, negative = inhibition, usual class: inhibitors; Q962Y6; 360,000 tested, 3% active; note: potency is the fitted concentration of half-maximal effect; % is set by controls: 0 for no effect and ±100 for the full control effect; nearly all actives have a fitted effect of over 60% in size
#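 First, TGR (20 nM dispensed) and NADPH were mixed with compound. Second, a 15 min room-temperature incubation followed. Third, further NADPH and then DTNB were added to start the reaction. Finally, TNB absorbance was monitored kinetically.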
# Pf growth 96h: inhibits malaria parasite growth, 96 h; Potency, µM (series often up to 28.7 µM), inactives show at the top dose activity change, negative = inhibition, usual class: inhibitors; 320,000 tested, 6.9% active; AID 504834; P. falciparum luciferase reporter growth, 96 h; note: potency is the fitted concentration of half-maximal effect; % is set by controls: 0 for no effect and ±100 for the full control effect
#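 P. falciparum expressing integrated firefly luciferase grown in erythrocytes (2% hematocrit, 0.05% parasitemia final) with compounds for 96 hours at 37 C, 5% CO2. Growth inhibition read as loss of luminescence after adding luciferase detection reagent.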
# Giardia FBPA inh: inhibitors of Giardia lamblia fructose-1,6-bisphosphate aldolase; AID 2451; Potency, µM (doses to about 59.6 µM), inactives show at the top dose activity, negative = inhibition, hits mostly inhibitors; purified Giardia FBPA; 290,000 tested, 0.71% active; note: potency is the fitted concentration of half-maximal effect; % is set by controls: 0 for no effect and ±100 for the full control effect; nearly all actives have a fitted effect of over 55% in size
# Target sequence (A8B2U2 whole entry, looked up): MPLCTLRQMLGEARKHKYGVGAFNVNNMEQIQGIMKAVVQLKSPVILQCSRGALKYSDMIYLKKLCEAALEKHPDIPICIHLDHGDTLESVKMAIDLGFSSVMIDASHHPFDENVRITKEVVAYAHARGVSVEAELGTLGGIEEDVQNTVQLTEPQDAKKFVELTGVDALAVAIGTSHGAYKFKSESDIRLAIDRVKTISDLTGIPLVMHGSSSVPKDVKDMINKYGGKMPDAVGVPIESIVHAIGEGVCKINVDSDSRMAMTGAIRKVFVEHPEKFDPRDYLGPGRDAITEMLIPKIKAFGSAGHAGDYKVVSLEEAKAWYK
#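 Giardia FBPA (40 nM reagent) was preincubated 10 min at RT with compound (up to 57.5 uM final), then substrate plus GAPDH/TPI/NAD/arsenate coupling system with diaphorase/resazurin was added; resorufin fluorescence (525/598 nm) was read after 20 min.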
# Shiga toxin inh: inhibitors of Shiga toxin in Vero cells; Vero cells, Shiga toxin protein synthesis inhibition reporter; inhibition, % at 38.7 µM; 290,000 tested, 9.2% active; in the data active = inhibition mostly above about 28%, no sharp cut-off; inactive = mostly below about 43%; note: 0% is about no effect
# The depositor's hits bear a star; i = inactive; ? = inconclusive; . = not tested or not shown; & = joins results of further samples; [ ] = dose if it differs, or a comment. Unless noted, calls come from the whole dose curve; as a rule, active = well fitted curve in the direction sought with a large enough effect; inconclusive = small, poorly fitted or top-dose-only effect, or another doubt; inactive = no such curve, though single readings can be large; an effect the other way counts as inactive or inconclusive.
SMILES,Pf growth 48h,Cycloheximide cs,Sm TGR inh,Pf growth 96h,Giardia FBPA inh,Shiga toxin inh
CC(C)n1nc(C(=O)Oc2cccc(Cl)c2Cl)c2ccccc2c1=O,-12%,8,-7%,-17%,-7%,20
O=C(CCCCl)NC1=NN(c2ccccc2)C(=O)C1,8%,6,5%,26%,-24%,16
COc1ccc(-c2c[n+]3c(n2-c2ccccc2)SCC3)cc1OC,1.3µM*,-3,-15%,?,1%,-6
CCC(NS(=O)(=O)c1c(C)[nH]c(=O)[nH]c1=O)C12CC3CC(CC(C3)C1)C2 (stereo unspecified),5%,7,-3%,?,19%,-27
Cc1ccccc1NC(=O)CSC(N)=O,?,11,3%,?,-7%,-4
COc1ccc(CNC(=O)C(C)N2C(=O)NC3(CCCCCCC3)C2=O)cc1 (stereo unspecified),?,.,-7%,?,.,.
O=C(Nc1ccc(N2CCOCC2)nc1)c1c(F)cccc1F,163%[activator],48*,5%,100%[activator],1%,56*
CCOc1cc(-c2nc(-c3ccccc3OC)no2)cc(OCC)c1OCC,-19%,-4,1%,.,-2%,-10
COc1ccc(NC(=S)N2CCN(Cc3cccc(F)c3)CC2)c(OC)c1,7%,0,.,16%,1%,4
Cc1ccc(-c2n[nH]c3c2C(c2ccccc2)N(c2ccc(C(=O)O)cc2)C3=O)cc1 (stereo unspecified),?,-3,11%,?,6%,18
C[N+](C)(CCCCCC[N+](C)(C)CCCN1C(=O)c2cccc3cccc(c23)C1=O)CCCN1C(=O)c2cccc3cccc(c23)C1=O,0.33µM*,.,-11%,0.23µM*,?,.
COc1ccc(OC)c(C(=O)NC(CC(N)=O)c2ccc(N3CCCCCC3)c([N+](=O)[O-])c2)c1 (stereo unspecified),-3%,2,0%,?,11%,-6
O=S(=O)(c1ccc(Cl)cc1)n1ccc(-c2cccc(OCc3c(F)cccc3Cl)c2)n1,?,1,9%,?,1%,-5
O=C(c1ccccc1)N(NC(=O)C(O)(c1ccccc1)c1ccccc1)c1cccc(F)c1,18%,-3,2%,30%[activator],0%,-6
C=CCNC(=O)c1ccc(-n2cccc2)cc1,48%[activator],30*,-1%,0%,-5%,31
CCSc1sccc1C1C(C#N)=C(N)N(c2cccnc2)C2=C1C(=O)CC(C)(C)C2 (stereo unspecified),?,5,-20%,?,-21%,-8
CN1CCSc2ccc(C(=O)Nc3cccc(F)c3)cc21,126%[activator],55*,4%,0%,-22%,53*
Cc1cc(C(=O)Nc2ccccc2C(F)(F)F)no1,2%,11,-20%,10µM*,0%,17
CCc1nc(Nc2ccc3c(c2)OCO3)c2oc3ccccc3c2n1,?,12*,-2%,?,-24%,62*
O=C(OCC(=O)c1c[nH]c2ccccc12)c1ccc([N+](=O)[O-])s1,?,24*,?,?,-16%,19
CCCCc1nc2c(C)c(N)cnc2n1Cc1cccc([N+](=O)[O-])c1,-20%,-2,0%,?,9%,3
CCOC(=O)C1=C(COC(=O)c2sccc2C)NC(=O)NC1C (stereo unspecified),?,.,-1%,-20%,.,.
O=C1CC(c2ccc(Cl)cc2)n2nc(N3C(=O)c4ccccc4C3=O)nc2N1 (stereo unspecified),65%[activator],-4,-16%,106%[activator],-8%,4
COc1cc(CC(=O)OCC(=O)NC2CCCCC2C)cc(OC)c1OC (stereo unspecified),-3%,.,0%,42%[activator],.,.
CCOc1cc(C(=O)Nc2cc3c(cc2N2CCOCC2)n(C)c(=O)n3C)cc(OCC)c1OCC,-16%,1,0%&5%,8.3µM*,-7%,-8
NC(=O)O,.,-6,.,.,0%,2
Cc1ccc(NC(=O)COc2coc(CN3CCN(Cc4ccccc4)CC3)cc2=O)cc1,?,.,-23%,23%,.,.
O=C(O)Cc1ccc(NC(=S)NCc2ccco2)cc1,-10%,-2,1%,?,-15%,-9
C=CCOn1c(=O)c(-c2ccc(F)cc2)[n+]([O-])c2ccccc21,36%[activator],-1,10%,29%,9%,7
CCN(CC)S(=O)(=O)c1ccccc1/C=N\O,70%[activator],29*,0%,-7%,-20%,46
O=C(CSc1nnc2ccc(-c3ccc(F)cc3)nn12)N1CCOCC1,35%[activator],.,2%,11%,.,.
CCN(CC)c1ccc(NC(=O)CCNS(=O)(=O)c2ccc3c(c2)CCC(=O)N3)c(C)c1,?,-2,-25%,55%[activator],-14%,1
CC(C)[C@H](NC(=O)C1(c2ccccc2)CCN(C(=O)OC(C)(C)C)CC1)C(=O)O,-6%,-10,5%,0%,7%,-17
COc1ccccc1C(=O)OCC(=O)NC(=O)NC1CCCC1,7%,.,0%,-11%,.,.
CC(=O)CC[C@@H](C)O[C@@H]1OC(C)[C@H](O)CC1O (stereo partly specified),13%,.,-7%,103%[activator],.,.
Cc1nn(Cc2ccc(Cl)cc2)c(C)c1NC(=O)C1CC=CCC1C(=O)O (stereo unspecified),?,0,5%,31%[activator],1%,-10
COc1ccc(Nc2nc(N)nc(CN3CCc4ccccc4C3)n2)cc1,.,-1,?,13%,-21%,8
O=C1Nc2ccccc2/C1=C/c1cnc[nH]1,?,1,-14%,?,0%,-6
COc1cccc(Oc2cn[nH]c2-c2ccc(OCC(=O)NN)cc2O)c1,?,-4,-1%,?,-21%,-7
COc1ccc(OC(=O)c2cc3cc(Cl)ccc3oc2=O)cc1,17%,-3,0%,42%[activator],6%,-7
C(=N/N1CCN(c2ccccc2)CC1)/c1ccncc1,7%,17*,8%,-22%,1%,29*
Cc1cccc(N(C(=O)c2csnn2)C(C(=O)NC(C)(C)C)c2cccnc2)c1 (stereo unspecified),4%,4,1%[57.1 µM],-5%,2%,-13
Cc1cc(NC(=O)COC(=O)CCNS(=O)(=O)c2ccccc2)n(-c2ccccc2)n1,-11%,.,-1%,23%,.,.
CCCCNC(=O)N(O)C1N(/N=C/c2ccccc2OC)C(=S)SC1(C)C (stereo unspecified),0%[0.00184 µM],-4,7%,-23%,-8%,0
Cc1ccc(NC(=O)CSc2nnc([C@@H](N)Cc3c[nH]c4ccccc34)o2)c(C)c1,?,-7,3%,9.3µM*,-1%,56
COc1ccc(C(=O)NCC(=O)N2CCN(c3ccc(F)cc3)CC2)cc1,-18%,-3,-8%,-10%,4%,-10
CC(NC(=O)COC(=O)CCc1ccccc1)c1ccccc1 (stereo unspecified),-6%,-3,0%,-3%,1%,6
Cc1cc(C)n(C(=O)CNC(=O)c2ccc(Cl)cc2Cl)n1,25%,9,-3%,34%[activator],-1%,-4
O=C(/C=C/c1cccc([N+](=O)[O-])c1)NCCSCc1ccc(Cl)cc1,1%,-1,4%,?,-1%,-7
CN(C)c1ccc(/C=N/NC(=O)C2CC2c2ccccc2)cc1 (stereo unspecified),-9%,11,9%,13%,-3%,6
CCc1ccc(N2CC(C(=O)N3CCCCCC3)CC2=O)cc1 (stereo unspecified),16%,15,-2%,?,1%,16
c1ccc2c(c1)CCN(Cc1nnnn1Cc1ccc3c(c1)OCO3)C2,-12%,-5,-24%,7%,-10%,20
CC(=O)Oc1ccc(OC(C)=O)c(S(=O)(=O)c2ccc(C)c(C)c2)c1,23%,-3,?,12µM*,0%,3
CNc1ccc(/C=C2\COc3ccccc3C2=O)cc1[N+](=O)[O-],.,-2,-13%,15%,5%,15
COc1cccc(C(=O)NCc2ccc(-c3nc4ccccc4s3)cc2)c1,0%,36*,1%,.,1%,70*
COc1ccc(-c2oc3ncn4nc(Cc5ccccc5)nc4c3c2-c2ccc(OC)cc2)cc1,6%,-2,2%,?,2%,-10
CCC(c1nnnn1Cc1cccs1)N1CCN(c2nc3ccccc3s2)CC1 (stereo unspecified),9.3µM*,-3,33%,?,9%,12
COc1ccc(/C=N/Nc2ccc(C(=O)O)cc2)cc1Br,i,9,-2%,?,18%,0
COc1cc(OC)c(C(=O)NC23CC4CC(CC(C4)C2)C3)cc1OC,-28%,-3,6%,?,-4%,-6
CC1=NN(c2nc3ccccc3s2)C(O)(C(F)(F)F)C1 (stereo unspecified),-7%,8,3%,-2%,0%,38

# Remaining list, next part.
SMILES,Pf growth 48h,Cycloheximide cs,Sm TGR inh,Pf growth 96h,Giardia FBPA inh,Shiga toxin inh
COc1ccc(CNC(=O)CSc2nnnn2-c2ccc(O)cc2)cc1,-20%,-4,-1%,?,3%,-14
CC1CCCC/C1=N\NS(=O)(=O)c1ccc(Br)cc1 (stereo unspecified),.,9,-17%,?,-1%,-1
COc1ccc(/C=N/NC(=O)c2cccc(OC(F)(F)C(F)F)c2)cc1O,21%,2,2%,21%,7%,-1
O=S1(=O)[C@H]2C[C@@H]3C=C[C@@]2(CN1Cc1cccc(C(F)(F)F)c1)O3,22%,12*,-34%,45%[activator],-12%,14
Cc1nn(CC(=O)N(C)C2CCS(=O)(=O)C2)c(C)c1[N+](=O)[O-] (stereo unspecified),-13%,.,-2%,14%,.,.
COc1cc(/C=N/NC(=O)c2cccc(N3CCCC3=O)c2)ccc1O,-2%,24*,6%,?,.,46
CC(C)c1ccc(NC(=S)NC2CCN(Cc3ccccc3)CC2)cc1,10µM*,0,0%,?,3%,-6
O=C(c1cccc(Oc2c(Cl)cccc2[N+](=O)[O-])c1)N1CCCCC1,?,-2,-7%,?,-1%,-18
COc1ccc(OC2OC3COC(C)(C)OC3C(O)C2NC(C)=O)cc1 (stereo unspecified),4%,-2,-4%,-5%,5%,-5
O=C(Cn1nc(-c2ccccc2)ccc1=O)NCC1COCCO1 (stereo unspecified),-19%,-4,4%,?,1%,9
Cc1nc(N2CCN(C)CC2)c2sc(=S)n(-c3ccccc3)c2n1,2%,8,0%,-28%,9%,-7
CC(c1nnc(SCC(=O)N(C)C2CCS(=O)(=O)C2)n1-c1ccccc1)N(C)C (stereo unspecified),-11%,.,-11%,33%[activator],.,.
C/C(=N\NC(N)=S)C1=CCC2C3CC[C@H]4CC(O)CC[C@]4(C)C3CC[C@]12C (stereo partly specified),.,13,-2%,12µM*,1%,27
CCc1ccc(OCc2cccc(C(=O)N/N=C\c3cnn(C)c3C)c2)cc1,22%,15,1%,7%,-17%,53*
CS(=O)(=O)N1CCC(CO)(Cc2ccccc2C(F)(F)F)CC1,?,1,-3%,1%,-1%,-3
NNc1ncnc2scc(-c3ccc(Cl)cc3)c12,?,-3,0%,?,-10%,14
CC1(C(=O)NC23CC4CC(CC(C4)C2)C3)CC1(Cl)Cl (stereo unspecified),.,6,0%,?,5%,31
Cc1ccc2oc(C(=O)Nc3cc(C)on3)c(C)c2c1,267%[activator],.,1%,321%[activator],.,.
COc1ccccc1NC(=S)N(Cc1ccc(Cl)cc1)CC1CCC(C(=O)O)CC1 (stereo unspecified),-8%,16,0%,2%,-8%,-13

# Record cards, as listed above. Order of screens: Pf growth 48h, Cycloheximide cs, Sm TGR inh, Pf growth 96h, Giardia FBPA inh, Shiga toxin inh
# COc1ccccc1NC(=S)N(Cc1ccc(Cl)cc1)CC1CCC(C(=O)O)CC1 (stereo unspecified) is entered as -8%, 16, 0%, 2%, -8%, -13
# CC1(C(=O)NC23CC4CC(CC(C4)C2)C3)CC1(Cl)Cl (stereo unspecified) is entered as ., 6, 0%, ?, 5%, 31
# NNc1ncnc2scc(-c3ccc(Cl)cc3)c12 is entered as ?, -3, 0%, ?, -10%, 14
# Cc1ccc2oc(C(=O)Nc3cc(C)on3)c(C)c2c1 is entered as 267%[activator], ., 1%, 321%[activator], ., .
